# Assay outcomes as filed in PubChem BioAssay.
# EBV gp42 block – EBV gp42 inhibition; inhibition, % (tested at 21.74 µM); Fluorescence polarization binding assay, mP read-out; Q1HVG2; hit rate 0.42% among 220,000; AID 1085; in the data active means inhibition above about 50%
# Target sequence (Q1HVG2 whole entry, looked up): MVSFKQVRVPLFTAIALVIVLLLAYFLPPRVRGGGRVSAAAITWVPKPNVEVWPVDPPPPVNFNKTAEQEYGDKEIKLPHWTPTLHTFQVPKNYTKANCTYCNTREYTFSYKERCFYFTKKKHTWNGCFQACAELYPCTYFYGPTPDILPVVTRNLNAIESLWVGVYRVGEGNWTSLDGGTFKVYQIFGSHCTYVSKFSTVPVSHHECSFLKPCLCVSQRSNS
# MDM2 E3 inh – Mdm2 E3 ligase (human) inhibition | Q00987 | cell-based MDM2 ubiquitination luciferase reporter, 2 h; 0 = plate control, 100 = twice control, blank-subtracted | signal enhancement, % at 5 µM | hit rate 0.11% among 210,000 | AID 1230;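 active means signal enhancement of 30% or more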;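 further: luminescence tracks abundance of the self-degrading MDM2-luciferase fusion protein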
# Target sequence (Q00987 whole entry, looked up, the tested form may be a part): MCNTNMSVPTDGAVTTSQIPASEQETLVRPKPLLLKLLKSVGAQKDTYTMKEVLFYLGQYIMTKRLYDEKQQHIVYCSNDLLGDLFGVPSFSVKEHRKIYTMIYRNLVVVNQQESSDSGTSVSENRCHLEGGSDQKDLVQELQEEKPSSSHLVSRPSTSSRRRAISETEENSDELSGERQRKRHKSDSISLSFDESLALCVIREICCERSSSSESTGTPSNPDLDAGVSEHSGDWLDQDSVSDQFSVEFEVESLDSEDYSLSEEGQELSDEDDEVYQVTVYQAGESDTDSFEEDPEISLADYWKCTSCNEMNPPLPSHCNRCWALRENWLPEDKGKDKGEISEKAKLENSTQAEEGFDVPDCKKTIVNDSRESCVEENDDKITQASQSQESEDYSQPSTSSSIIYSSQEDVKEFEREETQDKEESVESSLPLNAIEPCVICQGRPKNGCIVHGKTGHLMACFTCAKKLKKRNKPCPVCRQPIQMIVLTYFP
#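 Material: stable MDM2–luciferase fusion reporter cells / Quantity: 2000 cells/well / Dosing: single 5 µM compound dose, 0.2% final DMSO / Buffer or medium: DMEM / Schedule: 4 h cell settling then 2 h compound exposure, 37 °C / Detection: luminescence with SteadyLite reagent, 15 min at room temperature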
# m-calpain inh – calpain II (pig) inhibition. purified calpain II, fluorogenic peptide substrate, 30 min. inhibition, % at 16 µM. hit rate 0.37% among 220,000;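 active means inhibition above about 50%, limit read from the data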
# eIF4E 4G PPI – inhibitors of eIF4E and eIF4G interaction in translation initiation; P63073+Q04637; TR-FRET eIF4E-eIF4GI(517-606) binding, 2 h; inhibition, % at 21.7 µM; hit rate 0.37% among 220,000;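 active means inhibition above about 30%, limit read from the data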;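 further: 0% = full FRET control wells and 100% = background wells lacking eIF4GI fragment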
# zVAD death inh – blocks zVAD induced death of L929 cells | AID 1377 | L929 zVAD necroptosis rescue, ATP luminescence, 24 h; with zVAD 60 µM | hit rate 0.38% among 220,000 | viability rescue, % at 10 µM;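 active means activation, scaled between plate controls, above about 75%, limit read from the data; inactive means activation under that limit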;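 further: 0% = zVAD with DMSO and 100% = DMSO alone without zVAD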
# Rad51 HR inh – Rad51 (human) homologous recombination inhibition | Q06609 | hRad51 DNA strand exchange, fluorescence dequenching | inhibition, % at 10 µM | hit rate 0.085% among 200,000 | AID 1385;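 active means inhibition above 40% at the single screening dose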;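 further: 0% = DMSO control wells and 100% = blanks with heterologous ssDNA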
# Target sequence (Q06609 whole entry, looked up): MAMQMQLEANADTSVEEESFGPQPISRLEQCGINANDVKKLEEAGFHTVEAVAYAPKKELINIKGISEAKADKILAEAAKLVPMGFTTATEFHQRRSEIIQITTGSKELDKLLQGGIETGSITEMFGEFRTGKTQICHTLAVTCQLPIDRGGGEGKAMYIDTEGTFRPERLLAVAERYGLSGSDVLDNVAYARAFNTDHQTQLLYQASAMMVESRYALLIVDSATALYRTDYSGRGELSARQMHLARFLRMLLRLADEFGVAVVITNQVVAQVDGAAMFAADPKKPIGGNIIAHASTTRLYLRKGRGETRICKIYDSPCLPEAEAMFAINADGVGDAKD
#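 material = hRad51 filaments on single-stranded DNA | timing = filaments 15 min 37 °C, then compound 30 min | signal = FRET fluorescence dequenching, excitation 485 nm, emission 520 nm | benchmarks = control wells and blank wells on each plate | evaluation = percent inhibition relative to plate controls and blanks | compound = 10 µM final, single point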
# PERK inh – blocks human PERK kinase | Q9NZJ5 | CHO PERK-DD fusion, SEAP luminescence translation reporter | inhibition, % at 5.6 µM | hit rate 0.17% among 220,000;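 active means inhibition above the mean inhibition of all tested compounds plus 3 SD, set separately per screening campaign, cut at about 2.9% in these data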;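 further: PERK kinase domain activated by AP20187 dimerizer at 100 nM; 0% = DMSO with dimerizer and 100% = rapamycin at 8.4 µM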
# TNF necrop inh – blocks TNF-alpha induced death of Jurkat FADD-/- cells; hit rate 0.068% among 220,000; activation (protection from cell death), % at 10 µM; Jurkat FADD-/- TNF necroptosis rescue, ATP luminescence, 24 h; 0 = TNF only, 100 = no-TNF cells; AID 463075;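 active means activation, meaning protection from cell death, of at least 50% relative to plate controls; inactive means activation below 50%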;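 further: necroptosis triggered by 40 ng/mL TNF-alpha added together with compound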
# KCC2 mod – modulates chloride dependent transport by human KCC2 | Q9H2X9 | KCC2 cells, thallium flux FluoZin-2 fluorescence | B-score of Tl+ flux slope (higher = more flux/activation; lower = inhibition) at 10 µM | hit rate 2.2% among 190,000 | AID 1456;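 active means thallium flux slope and its plate-corrected score both differing from the plate sample mean at a set confidence after two filtering rounds, in either direction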;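 further: slope of fluorescence scaled to starting intensity during 10 to 20 s after thallium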
# Numbers without * were called inactive; i = inactive; / = no result given; [ ] = remark or other dose.
1) Cc1cc(=O)oc(C)c1C(=O)OCC(=O)c1ccc(Br)cc1
2) COc1ccccc1OCCSc1nnc(C)n1-c1ccccc1
3) CC1CCC(NC(=O)C2c3ccccc3C(=O)N2Cc2ccc3c(c2)OCO3)CC1 (configuration not stated)
4) COc1ccc2c(c1)-c1nc(NC(=O)c3ccco3)sc1CC2
5) COc1cccc(CNC(=O)C2CCN(S(=O)(=O)c3ccc4c(c3)CCC(=O)N4)CC2)c1
6) COc1c2c(nc3occc13)C(CC=C(C)C)(OC)C(OC(C)=O)CC2 (configuration not stated)
Assay by compound	1	2	3	4	5	6
EBV gp42 block	-9.6	-7.9	13.0	-34.0	-16.0	-11.4
MDM2 E3 inh	-9.9	-11.7	-11.8	-1.2	-13.2	10.4
m-calpain inh	7.8	-41.2	1.1	13.0	17.6	-5.8
eIF4E 4G PPI	-0.1	-10.3	-0.9	6.8	-4.0	-0.2[fluorescence artefact?]
zVAD death inh	0.0	-0.4	-0.7	/	1.7	-0.2
Rad51 HR inh	7.7	1.0	10.4	/	3.8	-0.6
PERK inh	0.5	-1.0	-0.2	-0.8	0.8	-1.0
TNF necrop inh	-1.7	-0.7	-0.8	-3.9	0.7	-0.8
KCC2 mod	0.569	-0.536	-0.188	-1.45	/	-0.0447

7) O=S(=O)(Nc1ccc(Cc2ccncc2)cc1)c1ccc(Cl)c(Cl)c1
8) COc1cc2[nH]c3ccccc3c2cc1C
9) CC1=CC(C)(C)NC(=S)N1c1ccc2ccccc2c1
10) CCOC(=O)c1ccc(NC(=O)CC2C(=O)N(c3ccc(F)cc3)C(=O)N2CCC(C)C)cc1 (configuration not stated)
11) COC(=O)CNc1nc(Cl)nc(Nc2ccc(Cl)cc2)n1
12) COc1cccc(-c2ccc(C#N)c(SCC(=O)NCc3ccco3)n2)c1
Assay by compound	7	8	9	10	11	12
EBV gp42 block	8.7	-4.2	-21.3	-18.3	-15.6	-2.7
MDM2 E3 inh	-14.7	-7.7	-24.0	-20.8	-10.5	0.9
m-calpain inh	6.1	16.7	1.7	36.2	-30.3	-82.8
eIF4E 4G PPI	3.7	-12.6	7.3	2.0	0.9	-2.2
zVAD death inh	0.0	2.3	-0.5	1.2	0.2	0.7
Rad51 HR inh	2.2	-12.7	6.2	2.6	2.4	-3.6
PERK inh	-0.6	/	0.4	-1.9	0.4	-0.2
TNF necrop inh	-4.0	-4.9	-4.6	-0.2	2.7	-0.1
KCC2 mod	-1.99	0.191	0.254	-3.55*	0.623	0.571

13) O=[N+]([O-])c1ccc(N2CCN(CCO)CC2)cc1Sc1ccccn1
14) O=C(N/N=C\c1ccccn1)c1ccccc1O
15) Cc1nn2c(C(F)(F)F)c3c(nc2c1-c1ccccc1)CCC3
16) COc1ccc(-c2nn(-c3ccccc3)cc2/C=C/C(=O)N2CCOCC2)cc1OC
17) O=C(C1CCC(CNc2c(N3CCCCC3)c(=O)c2=O)CC1)N1CCCC1 (configuration not stated)
18) COc1ccc(-c2nc(CN3CCN(c4cc(C)nc(C)c4)CC3)c(C)o2)c2ccccc12
Assay by compound	13	14	15	16	17	18
EBV gp42 block	-2.5	-3.7	-13.3	10.8	-9.9	-18.4
MDM2 E3 inh	-7.6	-29.4	4.4	1.5	-10.7	14.9
m-calpain inh	20.9	23.3	-25.8	-6.0	-1.0	i
eIF4E 4G PPI	0.5	-1.5	-2.7	-2.5	-5.7	3.0
zVAD death inh	1.0	-1.2	6.8	0.8	-0.2	-1.8
Rad51 HR inh	11.4	3.4	-1.8	-6.1	14.3	10.6
PERK inh	-0.5	-0.4	0.4	-0.1	1.6	0.2
TNF necrop inh	0.9	-7.6	-0.5	-3.2	0.6	0.1
KCC2 mod	0.277	5.43*	-0.388	-0.278	0.624	1.5

19) COc1cc(NC(=O)COC(=O)c2cnccn2)c(C)cc1[N+](=O)[O-]
20) Cc1cccc2c1N(CCCOc1ccccc1)C(=O)C2=O
21) COc1ccc(NC(=O)c2nc[nH]c2C(=O)N[C@@H](C)C(=O)OC(C)(C)C)cc1
22) CC(C)CCSc1nnc(N)s1
23) COc1cc(C(=O)NCC(=O)n2nc(C)cc2C)cc(OC)c1OC
24) CC1(C)Oc2ccc(C(=O)N3CCc4ccccc43)cc2N(CC(=O)N2CCCC2)C1=O
Assay by compound	19	20	21	22	23	24
EBV gp42 block	-8.3	-11.6	-7.7	-9.0	-5.3	-9.8
MDM2 E3 inh	-23.3	-60.3	2.4	-6.2	-16.4	-16.1
m-calpain inh	1.5	5.4	2.7	-7.0	-48.9	-35.6
eIF4E 4G PPI	-1.9	5.2	3.1	0.7	-5.0	-6.1
zVAD death inh	0.3	0.3	-0.2	0.1	0.3	-0.6
Rad51 HR inh	-25.8	-3.1	4.4	13.7	-8.5	3.1
PERK inh	2.3	-0.7	/	-1.1	1.3	-0.7
TNF necrop inh	2.0	-1.1	1.1	0.9	0.8	-0.8
KCC2 mod	0.499	0.644	0.117	0.631	-0.256	/

25) COc1cc(/C=C/[N+](=O)[O-])ccc1OCc1cccc(C(=O)O)c1
26) COc1ccc(/C(C)=N/NC(=O)c2sccc2-n2cccc2)cc1
27) CCOC(=O)N1CCN(Cc2nc3ccc([N+](=O)[O-])cc3c(=O)n2-c2cccc(OC)c2)CC1
28) C/C(=N\NC(=O)c1ccc2nc[nH]c2c1)c1ccc([N+](=O)[O-])cc1
29) O=C(Nc1cccc(Br)c1)c1ccc(Cl)c(S(=O)(=O)N2CCOCC2)c1
30) O=C(CSc1nnc(-c2ccccc2Br)o1)Nc1nncs1
Assay by compound	25	26	27	28	29	30
EBV gp42 block	11.3	-0.6	-8.8	-10.2	-8.8	-15.0
MDM2 E3 inh	-70.1	-5.7	2.9	-5.2	-33.8	-4.7
m-calpain inh	2.2	-4.4	18.9	15.6	-10.8	-21.6
eIF4E 4G PPI	6.6	0.1	-1.9	-4.8	2.6	1.1
zVAD death inh	-0.9	0.8	-0.6	0.7	-0.2	18.6
Rad51 HR inh	-1.4	-8.5	0.6	5.8	-1.2	4.5
PERK inh	0.9	-0.5	0.8	1.2	0.6	0.4
TNF necrop inh	-4.2	-0.4	-1.9	-2.3	-10.3	0.3
KCC2 mod	-2.83	-1.13	-0.393	-0.0405	-0.932	-0.491

# Limited to TNF necrop inh (4 entries from above):
nr	mol	TNF necrop inh
27	CCOC(=O)N1CCN(Cc2nc3ccc([N+](=O)[O-])cc3c(=O)n2-c2cccc(OC)c2)CC1	-1.9
28	C/C(=N\NC(=O)c1ccc2nc[nH]c2c1)c1ccc([N+](=O)[O-])cc1	-2.3
29	O=C(Nc1cccc(Br)c1)c1ccc(Cl)c(S(=O)(=O)N2CCOCC2)c1	-10.3
30	O=C(CSc1nnc(-c2ccccc2Br)o1)Nc1nncs1	0.3

# (continued)
31) Cc1cc(C(=O)Cn2nnc(-c3ccc(Cl)cc3)n2)c(C)n1-c1ccccc1
32) Cc1ccc(C2CC(=O)c3cnn(-c4nc(C)cc(C)n4)c3C2)cc1 (configuration not stated)
33) O=C(CNC(=S)N(CCCN1CCOCC1)Cc1cccs1)NCCN1CCOCC1
34) CSCC[C@H](NC(=O)OC(C)(C)C)c1nnc(SCc2ccc(F)cc2)o1
35) O=C(NC1CCCC1)C1CC(=O)N(C2CCCCCCC2)C1 (configuration not stated)
36) Cc1ncoc1C(=O)Nc1cccc(Cl)c1
Assay by compound	31	32	33	34	35	36
EBV gp42 block	-3.6	-15.2	-2.4	-11.7	-2.0	-12.3
MDM2 E3 inh	-0.9	8.8	-7.9	-12.8	-6.5	/
m-calpain inh	15.9	-22.0	8.6	22.3	-0.3	2.0
eIF4E 4G PPI	-2.1	-4.3	9.7	/	2.6	7.5
zVAD death inh	-0.5	0.3	1.8	0.1	0.0	1.5
Rad51 HR inh	21.8	/	-2.0	-3.0	-1.9	/
PERK inh	1.4	-0.2	0.7	-0.6	-0.5	1.4
TNF necrop inh	-0.7	-0.9	1.3	-0.9	-2.5	-0.7
KCC2 mod	0.675	0.53	-0.0394	-1.38	0.754	-0.0214

37) COc1cc2c(cc1OC)CN(C(C)C(=O)N1CCc3ccccc31)CC2 (configuration not stated)
38) CC1CCc2c(sc3nc(CN4CCN(S(=O)(=O)c5ccccc5[N+](=O)[O-])CC4)[nH]c(=O)c23)C1 (configuration not stated)
39) O=C(Nc1ccccc1[N+](=O)[O-])C1C(c2ccccc2)=C1c1ccccc1
40) NS(=O)(=O)c1ccc(NS(=O)(=O)/C=C/c2ccccc2)cc1
41) [O-]/[N+](=C\c1ccccc1)[C@@H]1CCCC[C@@H]1/[N+]([O-])=C/c1ccccc1
42) O=C(O)C1CCN(c2ccc(S(=O)(=O)N3CCOCC3)cc2[N+](=O)[O-])CC1
Assay by compound	37	38	39	40	41	42
EBV gp42 block	-4.3	-31.8	-1.9	-10.3	-4.2	5.0
MDM2 E3 inh	-1.8	-11.2	-0.1	-8.7	-15.7	6.3
m-calpain inh	-59.9	-0.2	25.2	-20.9	-0.2	-22.6
eIF4E 4G PPI	-9.2	-5.7	-3.5[fluorescence artefact?]	-0.6	-5.9	-5.4
zVAD death inh	1.2	1.2	0.3	-0.1	0.1	1.1
Rad51 HR inh	8.5	-4.6	-4.1	-8.6	5.2	6.9
PERK inh	0.1	1.3	1.9	1.4	0.5	1.7
TNF necrop inh	-3.9	2.7	-0.6	1.1	-3.5	0.9
KCC2 mod	0.737	-1.07	-0.11	0.851	0.388	0.425

43) CCOc1ccc(OCC)c(NC(=O)CSCC(=O)O)c1
44) COC(=O)c1ccc(CSc2nc(-c3ccco3)cc(C(F)(F)F)n2)o1
45) CCOC(=O)N1CCC(NC(=O)c2cc(C(=O)Nc3ccc(F)cc3F)ccc2CO)CC1
46) CCOC(=O)C(Cc1ccccc1)C(=O)Nc1ccc(NC(=O)C(Cc2ccccc2)C(=O)OCC)cc1 (configuration not stated)
47) Cc1ccc(NC(=S)NC(NC(=O)Cc2cccc3ccccc23)C(Cl)(Cl)Cl)cc1 (configuration not stated)
48) Fc1ccc(CSc2nc3ccccc3[nH]2)c2ccccc12
49) Cn1ccc(O)c(C#N)c1=O
50) CC(CN(C)Cc1ccccc1)OC(=O)C1COc2ccccc2O1 (configuration not stated)
Assay by compound	43	44	45	46	47	48	49	50
EBV gp42 block	-19.1	-23.4	-9.5	-6.4	-24.0	4.0	-15.3	-6.5
MDM2 E3 inh	2.8	-14.7	-6.3	-7.4	-0.9	-10.2	-9.3	-13.7
m-calpain inh	31.6	7.2	-14.5	7.1	-0.8	59.0*	17.5	14.7
eIF4E 4G PPI	9.8	13.1	1.7[fluorescence artefact?]	1.4	-28.0[fluorescence artefact?]	5.7	2.8	-0.6
zVAD death inh	0.0	0.1	0.2	1.5	0.4	-0.1	0.6	-0.1
Rad51 HR inh	3.3	-7.1	4.4	12.8	-0.6	7.5	0.6	0.9
PERK inh	1.1	0.3	1.0	0.1	-2.4	-0.3	0.2	0.6
TNF necrop inh	-0.7	-0.4	-0.3	2.2	-0.5	0.5	0.5	1.4
KCC2 mod	0.0901	-1.32	-0.112	0.811	0.0423	0.0245	0.831	/
